# Screening results as filed in PubChem.
# CRFBP-R2 block – blocks CRF-induced signaling of the CRF-BP/CRF-R2 complex; HEK293 CRF-R2/CRF-BP, CRF-induced calcium fluorescence; inhibition, % at 11.8 µM; 0.59% of 350,000 active;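 active = inhibition of the ligand-induced calcium signal above about 50% at the single tested concentration, limit read from the data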
# p-CIP stab down – p/CIP protein destabilization; AID 1984; 0.01% of 290,000 active; F442A p/CIP-EGFP cells, EGFP fluorescence, 16 h; decrease of EGFP signal, % at 10 µM;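 active = EGFP signal decrease of at least 30% at 10 µM or well 3 SD below plate mean, unless failing retest; inactive = the rest, including hits failing retest or dose response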; also: some compounds called inactive have numbers as strong as hits; many of its hits are not listed in these tables
# Target sequence (Q05BA5 1-1403): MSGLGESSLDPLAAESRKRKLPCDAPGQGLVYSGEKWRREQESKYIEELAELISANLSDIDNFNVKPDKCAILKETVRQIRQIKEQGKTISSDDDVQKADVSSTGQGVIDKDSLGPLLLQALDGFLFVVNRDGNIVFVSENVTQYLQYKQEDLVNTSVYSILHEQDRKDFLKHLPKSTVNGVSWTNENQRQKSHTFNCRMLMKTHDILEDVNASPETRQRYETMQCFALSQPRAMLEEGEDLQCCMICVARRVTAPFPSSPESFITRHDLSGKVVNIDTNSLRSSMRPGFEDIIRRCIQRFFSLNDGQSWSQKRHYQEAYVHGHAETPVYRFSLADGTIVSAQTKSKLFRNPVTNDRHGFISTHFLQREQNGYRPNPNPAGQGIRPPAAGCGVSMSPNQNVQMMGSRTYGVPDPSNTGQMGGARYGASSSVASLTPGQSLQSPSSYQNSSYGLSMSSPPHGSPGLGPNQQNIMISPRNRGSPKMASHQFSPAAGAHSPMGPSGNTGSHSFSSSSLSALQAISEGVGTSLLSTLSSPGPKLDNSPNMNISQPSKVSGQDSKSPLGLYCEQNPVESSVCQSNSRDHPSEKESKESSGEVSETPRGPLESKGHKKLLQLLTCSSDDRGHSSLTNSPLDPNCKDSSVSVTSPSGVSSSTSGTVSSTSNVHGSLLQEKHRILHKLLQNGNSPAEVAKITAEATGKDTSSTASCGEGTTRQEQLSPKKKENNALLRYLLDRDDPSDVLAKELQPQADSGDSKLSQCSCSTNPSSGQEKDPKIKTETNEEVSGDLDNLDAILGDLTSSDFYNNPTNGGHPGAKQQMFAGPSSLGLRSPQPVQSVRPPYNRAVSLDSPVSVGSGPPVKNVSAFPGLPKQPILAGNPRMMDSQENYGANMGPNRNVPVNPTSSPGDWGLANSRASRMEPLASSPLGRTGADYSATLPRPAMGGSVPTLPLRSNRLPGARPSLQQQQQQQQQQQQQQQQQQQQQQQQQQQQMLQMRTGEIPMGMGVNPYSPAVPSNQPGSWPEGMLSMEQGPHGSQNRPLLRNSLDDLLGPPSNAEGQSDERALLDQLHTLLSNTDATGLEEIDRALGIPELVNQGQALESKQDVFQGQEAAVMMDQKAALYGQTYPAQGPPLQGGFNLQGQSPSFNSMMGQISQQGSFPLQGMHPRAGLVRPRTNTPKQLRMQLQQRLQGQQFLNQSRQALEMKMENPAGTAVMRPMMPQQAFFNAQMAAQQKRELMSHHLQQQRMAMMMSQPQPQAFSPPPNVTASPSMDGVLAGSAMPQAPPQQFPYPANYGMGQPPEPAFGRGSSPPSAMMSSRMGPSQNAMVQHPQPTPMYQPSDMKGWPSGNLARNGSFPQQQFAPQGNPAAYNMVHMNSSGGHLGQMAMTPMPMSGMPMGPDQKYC
# GalR3 antag – blocks the human galanin receptor 3. O60755. HEK293 GalR3-CNG cAMP membrane potential fluorescence; galR3 body fused to GalR1 C-terminus. inhibition, % at 3 µM. 0.44% of 360,000 active. AID 651719;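 active = inhibition above the screen-wide average plus 3 SD, cut at about 13% in these data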;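 also: forskolin and galanin both at EC90 stimulate the cells; cAMP rise reported by CNG channel membrane potential dye signal; 0% = forskolin plus galanin with DMSO and 100% = forskolin alone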
# IDE act – activators of human insulin-degrading enzyme in cells. P14735. HEK cells, FAbeta-B cleavage, fluorescence polarization; 0% vehicle, 100% cell-free pure enzyme wells. activation, % at 5.96 µM. 0.073% of 340,000 active. AID 493087;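 active = activation above the mean of all tested compounds plus 3 SD, set per screening campaign, cut at about 17% in these data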
# IDE inh – inhibits human insulin-degrading enzyme in HEK cells | P14735 | inhibition, % at 5.59 µM | FAbetaB cleavage, fluorescence polarization | 0.41% of 320,000 active;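 active = percent inhibition above the average of all tested compounds plus 3 SD, set per screening campaign, cut at about 16% in these data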;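 also: IDE supplied by intact live HEK cells; FP after avidin binding of uncleaved biotin substrate so inhibition keeps polarization high; 0% = DMSO wells and 100% = 60 µM reference IDE inhibitor Ii1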
# NS3 helicase inh – blocks Hepatitis C virus NS3 helicase unwinding. 0.56% of 290,000 active. inhibition, % at 10.9 µM. NS3 helicase DNA unwinding, Cy5 molecular beacon fluorescence;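 active = inhibition above the mean of all tested compounds plus 3 SD, set per campaign, cut at about 35% in these data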;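 also: 0% = DMSO wells and 100% = thioflavine S control wells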
#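 assay system = NS3 helicase fragment of HCV | buffer or medium = MOPS pH 6.5, MgCl2, DTT, Tween20, BSA | timing = 60 min unwinding reaction at 25 °C after ATP addition | signal = Cy5 beacon fluorescence read at start and 1 h | read-out basis = % inhibition of unwinding | control set = low DMSO, high thioflavine S at 110 µM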
# VIM-2 inh – inhibitors of Pseudomonas aeruginosa VIM-2 metallo-beta-lactamase; purified VIM-2, nitrocefin hydrolysis, epi-absorbance fluorescence; inhibition, % at 5.6 µM; 0.89% of 290,000 active;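 active = inhibition above the mean of all tested compounds plus 3 SD, cutoff set per screening run, cut at about 7.5% in these data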;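 also: red hydrolysis product quenches plate fluorescence so inhibitors raise well fluorescence; 0% = enzyme with DMSO and 100% = DMSO without enzyme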
# IMP-1 inhibitor – inhibitors of Pseudomonas aeruginosa IMP-1 metallo-beta-lactamase; 0.45% of 290,000 active; AID 1556; purified IMP-1, nitrocefin hydrolysis, epi-absorbance fluorescence; inhibition, % at 5.6 µM;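 active = inhibition above the mean plus 3 SD of all compounds in the same screening run, cut at about 4.5% in these data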;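 also: 0% = IMP-1 with DMSO and 100% = DMSO wells lacking enzyme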
#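 system = purified recombinant IMP-1 beta-lactamase | amount = 0.2 nM IMP-1, as dispensed | medium = HEPES buffer pH 7.1 with ZnSO4 and Brij 35 | times = 25 °C, 15 min preincubation, 25 min reaction | detection = plate fluorescence quenching by hydrolysis product, ex 480/em 530 nm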
# UBC9 SUMO inh – SUMOylation inhibition; 0.36% of 290,000 active; HTRF SUMOylation assay, SAE1/SAE2 + UBC9, in vitro; AID 2006; inhibition, % at 35 µM; P63279; in the data active = inhibition above about 50%, passing the limit was not always enough; also: strong numbers were not always called active
# Numbers without * were called inactive; nt = not tested or not shown; & = joins results of further samples.
SMILES,CRFBP-R2 block,p-CIP stab down,GalR3 antag,IDE act,IDE inh,NS3 helicase inh,VIM-2 inh,IMP-1 inhibitor,UBC9 SUMO inh
COc1ccc(NC(=O)CSc2nnc(NC(=O)c3ccc(S(=O)(=O)N4CCOCC4)cc3)s2)cc1,21,3,5,4,3,13,-2.5,-1.2,1
O=C(COC(=O)c1ccc2c(c1)C(=O)N(Cc1ccncc1)C2=O)Nc1ccccc1[N+](=O)[O-],11,6,-9,3,4,24,-1.4,-3.3,6
CC(C)(C)NC(=O)C(c1ccncc1)N(C(=O)CNC(=O)c1ccco1)c1ccc2c(c1)OCO2 (stereo not drawn),5,-8,0,0,0,7,-1.2,-1.8,-36
O=C(Nc1cccc(C(=O)N2CCN(c3ccccc3)CC2)c1)c1ccco1,-1,-11,-3,5,-4,2,1.3,-1.4,-13
Cc1cc(C(=O)Cn2nc(C(=O)O)c3ccccc3c2=O)c(C)n1-c1ccc(OC(F)F)cc1,3,-13,-6,1,-8,13,-3.3,-1.2,10
CCCc1cc(=O)n2[nH]c(NCc3ccc(Cl)cc3Cl)nc2n1,6,2,-1,2,-6,6,0.2,-3.0,-3
Cc1ccccc1OCC(=O)Nc1ccc(C(N)=O)cc1,-24,3,-2,-3,1,-2,-2.7,-2.5,-5
CCCC1CCC(C(=O)Nn2cnc3ccccc3c2=O)CC1 (stereo not drawn),-15,7,-8,2,-4,-3,-1.4,-2.4,1
CC(=O)Nc1cc(-c2ccc(Cl)cc2)[nH]n1,18,-3,-8,2,4,-7,2.7,-0.7,11
Cc1cc2nc3n(c2cc1C)CC1CC(C(=O)NCC2CC2)N(C)C31 (stereo not drawn),7,-3,-5,-4,3,nt,nt,nt,-6
CCC1(c2ccccc2)NC(=O)N(CC(=O)Nc2ccccc2C(=O)N2CCCCC2)C1=O (stereo not drawn),-7,nt,-4,7,-1,nt,nt,nt,nt
O=S(=O)(NCCN1CCOCC1)c1cc(Cl)c(Cl)cc1Cl,2,-3,-2,5,-3,-2,0.9,-0.6,6
COc1ccccc1-c1ccc(SCc2ccccc2)nn1,13,-4,-3,-1,-1,-7,-3.5,-4.3,-15
CC(NC(=O)C(=O)NCc1cccs1)c1ccccc1 (stereo not drawn),9,-13,-8,-1,3,6,-0.1,-2.6,6
Clc1ccc(-c2csc(N3CCSCC3)n2)cc1,-5,-16,-1,-4,6,-13,-1.2,-0.1,-12
Cc1cccc(N2CCN(C(=O)CCN3C(=O)C4C5C=CC(C5)C4C3=O)CC2C)c1 (stereo not drawn),4,0,-4,-3,2,-10,0.3,0.3,-1
O=C(CSc1n[nH]c(=O)n1C1CC1)Nc1ccc(Cl)cc1Cl,4,nt,1,-1,-1,nt,nt,nt,nt
CCC(C)NC(=O)COc1ccccc1[N+](=O)[O-] (stereo not drawn),11,-2,-9,4,12,0,-3.5,-4.1,10
CN(C)c1nc(N(C)C)n(Cc2c(Cl)cccc2Cl)n1,10,10,-3,0,1,1,-3.7,-1.5,3
Cc1cccc2nc(=S)n(C(=O)c3ccco3)n12,5,-6,-4,-4,-2,3,0.6,-2.7,-10
Cc1c(NS(=O)(=O)c2ccccc2)c(=O)n(-c2ccccc2)n1C,11,7,-6,1,2,2,-2.6,-2.7,4
O=C(CSc1cccc[n+]1[O-])NN(c1ccccc1)c1ccccc1,-16,-4,4,-8,-3,8,-2.5,-1.9,17
CSc1ccc(NC(=O)CC(C)=O)cc1,26,-3,-4,3,0,-1,-1.8,-2.2,4
CCNCc1cc(OCC)c(OCC(=O)NCCc2ccccc2)cc1Cl,8,-4,-7,-2,-21,-3,1.8,1.0,22
NC(=O)C1CCN(C(=O)CC2(CC(=O)O)CCCCC2)CC1,-17,9,1,7,3,0,-1.7,-2.9,-5
COc1ccc(CC(=O)Nc2ccccc2NC(=O)c2ccco2)cc1OC,1,-17,-3,-1,3,0,-2.5,-2.5,-9
COC(=O)C1CCN(C(=O)COc2ccc(Cl)cc2)CC1,25,-4,-6,2,-2,-4,-1.5,-2.3,12
Cc1ccc(NC(=O)COC(=O)C2CCC2)cc1S(=O)(=O)N1CCCCC1,6,nt,-6,0,0,nt,nt,nt,nt
COC(=O)[C@H](Cc1ccccc1)NC(=O)c1cc(COc2c(F)cccc2F)on1,-17,2,-7,0,5,-10,-2.0,-0.4,6
Cc1ccccc1NC(=O)C1CC(=O)N(c2ccccc2F)C1 (stereo not drawn),-18,-4,0,3,0,0,-2.4,-4.1,0
Cc1ccc(C)c(CN2C(=O)C(C)Oc3ccc(C)cc32)c1 (stereo not drawn),-1,-16,-6,5,-2,-5,-4.1,-0.5,7
C=CCN1C(=O)CSc2ccc(C(=O)NCc3ccc(F)cc3)cc21,5,-11,-8,1,2,9,-0.9,-3.5,nt
CCOC(=O)CC(NC(=O)Cn1nnc(-c2ccccc2F)n1)c1ccccc1Cl (stereo not drawn),0,4,-3,-3,-4,-6,-0.8,-3.5,11
CC(=O)c1cc2ccc(O)cc2oc1=O,-4,4,-4,3,4,4,-2.6,-2.1,21
CCN1CCN(c2cc(C)c3cc(NC(=O)c4cnccn4)ccc3n2)CC1,-6,0,0,3,5,nt,nt,nt,19
O=C(COC(=O)c1cc([N+](=O)[O-])ccc1N1CCOCC1)Nc1c(Cl)cccc1C(F)(F)F,8,-12,-1,8,0,1,-0.5,-1.5,8
COc1ccc(C(=O)NCc2ccc(C(=O)O)o2)cc1,12,-1,-8,-2,1,-8,-3.0,-6.2,8
C=CCc1c(C)nc2cc(-c3ccc(C)cc3)[nH]n2c1=O,-2,-2,-2,7,-1,11,-1.5,-0.4,19
Cc1ccc(-c2cn(CCN)c(-c3ccc(Cl)nc3)n2)cc1,-3,nt,-5,8,6,nt,nt,nt,nt
CC(=O)Nc1cccc(NC(C)=O)n1,-6,0&12,-2,5,-1,-9&16,-2.4&-0.1,-1.5&-1.5,7&-8
Brc1ccc(CSc2ncnc3nc[nH]c23)cc1,-3,1,2,3,-1,-2,-1.1,-5.1,-4
N#CC1=C(N)OC2=C(CCc3ccccc32)C1c1ccccc1 (stereo not drawn),-2,-1,-5,2,-7,-10,0.8,-2.6,7
CC(C)(C)c1ccc(C(=O)c2c[nH]c(C(=O)NCc3cccnc3)c2)cc1,9,4,-7,0,8,4,-2.5,-1.9,-21
CC(OC(=O)C1CC1C)C(=O)Nc1ncc(Cl)cc1Cl (stereo not drawn),8,nt,-5,4,-3,nt,nt,nt,nt
Cc1ccc(C(=O)NC(C)c2ccc(-n3ccnc3)cc2)cc1S(=O)(=O)N1CCOCC1 (stereo not drawn),-7,nt,2,-8,7,nt,nt,nt,nt
N=C1/C(=C/c2ccc(-c3cccc(C(=O)O)c3)o2)C(=O)N=C2SC=C(c3ccccc3)N12,-5,-1,0,-1,7,21,-0.2,3.1,78*
NC(=O)C1CCCN(C(=O)c2ccc3nc(Cc4cccc(Cl)c4)oc3c2)C1 (stereo not drawn),-4,-4,-4,1,3,-5,-2.5,-2.5,-2
Cc1ccc(S(=O)(=O)NCCC2(C(C)C)CCOC(C)(C)C2)cc1 (stereo not drawn),-7,-9,-3,-1,0,3,-4.5,-4.1,-8
COc1ccc(NC(=O)C(=O)NCCC2=CCCCC2)c(OC)c1,9,-2,-4,2,3,-11,-3.5,-3.8,-14
Cc1ccc(-n2ncc(Cl)c2C(=O)NCc2ccccc2)cc1,11,-10,-7,5,8,21,-1.6,-0.1,1
CC(C)(C)c1cc(C(=O)NCc2cc(F)cc3c2OCOC3)n(Cc2ccccc2)n1,10,-6,1,0,0,-10,-1.1,-0.4,3
COC(=O)C(OC(=O)c1ccccc1)C(C)Br (stereo not drawn),63*,nt,1,-2,4,nt,nt,nt,nt
CCOc1ccc(N2C(=O)Cc3ccccc3C2=O)cc1,1,0,-5,-1,-2,-4,-0.3,-1.0,17
Cc1cc(NC(=O)c2coc(=O)c(Br)c2)ccc1C(C)C,-31,-8,-3,nt,5,12,-2.0,-5.5,-14
CC(O)CNC12CC3CC(CC(C3)C1)C2 (stereo not drawn),7,-4,-5,0,-5,9,-2.4,-1.4,6
COC(=O)c1nnn(CC(=O)Nc2cccc(Cl)c2)c1C(=O)OC,3,-5,-5,0,2,-3,-2.1,-1.6,6
CCOC(=O)N1CCC(n2c(=S)[nH]c3ccccc3c2=O)CC1,32,-5,1,1,-1,2,-2.8,-3.6,16
Cc1ccc(Cn2c(C(=O)NCCCN3CCOCC3)cc3sccc32)cc1,-13,-14,nt,-1,-4,-53,0.3,-1.0,1
CC(=O)c1ccc(NC(=O)C(C)OC(=O)c2cccc(-n3cnnn3)c2)cc1 (stereo not drawn),2,nt,-4,5,-3,nt,nt,nt,nt
Cc1cccc(-n2c(O)c(C=Nc3cccc(O)c3)c3ccccc3c2=O)n1,-12,-3,-7,4,2,-26,-3.2,-4.9,11

# Some of these compounds in order of their number in CRFBP-R2 block, smallest number first:
SMILES,CRFBP-R2 block,p-CIP stab down,GalR3 antag,IDE act,IDE inh,NS3 helicase inh,VIM-2 inh,IMP-1 inhibitor,UBC9 SUMO inh
COC(=O)[C@H](Cc1ccccc1)NC(=O)c1cc(COc2c(F)cccc2F)on1,-17,2,-7,0,5,-10,-2.0,-0.4,6
Cc1ccc(C(=O)NC(C)c2ccc(-n3ccnc3)cc2)cc1S(=O)(=O)N1CCOCC1 (stereo not drawn),-7,nt,2,-8,7,nt,nt,nt,nt
O=S(=O)(NCCN1CCOCC1)c1cc(Cl)c(Cl)cc1Cl,2,-3,-2,5,-3,-2,0.9,-0.6,6

# Following part
SMILES,CRFBP-R2 block,p-CIP stab down,GalR3 antag,IDE act,IDE inh,NS3 helicase inh,VIM-2 inh,IMP-1 inhibitor,UBC9 SUMO inh
Cc1cc(C)cc(OCC(=O)Nc2nc(-c3cccnc3)cs2)c1,11,-6,-1,7,2,6,-2.3,-1.9,18
O=C(NCc1cccs1)c1ccc(Br)o1,-10,-14,-2,2,4,4,-3.3,-3.2,-1
O=C(NCCCN1CCOCC1)c1ccc2c(=O)n(Cc3ccc(Cl)cc3)c(=S)[nH]c2c1,-2,-4,1,-4,4,-33,-3.6,-4.9,12
COc1ccccc1C1c2[nH]c3ccccc3c2C[C@H]2C(=O)N(C3CCN(Cc4ccccc4)CC3)CC(=O)N12 (stereo partly drawn),-8,2,-11,4,-1,-96,-1.6,-1.0,-23
CCOC(=O)C(C)Oc1cccc2c(=O)n(CC(=O)NCc3ccc(F)cc3)ccc12 (stereo not drawn),19,-15,5,-2,2,6,-3.2,-3.2,31
c1ccc(C[C@H]2CN=C(Nc3ccccc3)N2CCC2CCCC2)cc1,-13,nt,-10,6,5,nt,nt,nt,nt
COc1ccc(NC(=O)CN(C)C(=O)CC2CCCCC2)cc1,-25,nt,-6,5,3,nt,nt,nt,nt
Cc1ccc(-c2nnn(CCOc3cccc(Br)c3)n2)cc1,11,-2,-6,0,6,14,-2.1,-3.6,9
Cc1cc(C)n(S(=O)(=O)c2cccc(Cl)c2Cl)n1,-5,15,-3,-6,-7,9,-2.9,-2.2,6
